# BioA inh: blocks M. tuberculosis BioA enzyme activity; purified M. tuberculosis BioA enzyme, plate reader; inhibition, % at 9.99 µM; actives 0.096% (n = 360,000); AID 602481; in the data active means inhibition above about 40%
# * hit, by the source's call. This is a subset (hit frequency here may not be typical).
SMILES,BioA inh
COc1ccc(NC(=O)Nc2ccc3c(c2)C(=O)N([C@H](C)CO)C[C@H](C)[C@H](CN(C)C(=O)CCC(F)(F)F)OCCCC[C@@H](C)O3)cc1,-4.2
COc1ccc(CN(C)C[C@@H]2OCCCC[C@@H](C)Oc3ccc(NC(=O)Nc4ccc(OC)cc4)cc3C(=O)N([C@H](C)CO)C[C@H]2C)cc1,-0.8
COc1ccc(S(=O)(=O)N(C)C[C@@H]2OCCCC[C@@H](C)Oc3ccc(NC(=O)Nc4ccccc4)cc3C(=O)N([C@@H](C)CO)C[C@@H]2C)cc1,-6.8
O=C(Nc1ccccc1F)N1C[C@@H]2[C@H](c3ccccc31)[C@@H](CO)N2C(=O)C1CCOCC1,5.4
COCC(=O)Nc1ccc2c(c1)C(=O)N(C)C[C@@H](OC)[C@@H](C)CN(C)[C@H](C)CO2,-1.5
O=C(C[C@H]1CC[C@H]2[C@@H](COC[C@H](O)CN2CCc2ccccc2)O1)NCc1ccccc1,1.8
CC(C)NC(=O)Nc1ccc2c(c1)CC(=O)N([C@@H](C)CO)C[C@H](C)[C@H](CN(C)Cc1ccccc1)O2,-1.2
O=C(c1ccc(F)cc1)N1CCCCN2[C@H](CO)[C@@H](c3ccc(C#CC4(O)CCCC4)cc3)[C@@H]2C1,-2.7
CO[C@H]1CN(C)C(=O)c2ccc(NC(=O)c3nc4ccccc4s3)cc2OC[C@@H](C)NC[C@@H]1C,2.2
CN1[C@@H]2c3ccc(C4=CCCCC4)c(=O)n3C[C@H]1[C@H](CO)[C@H]2C(=O)NCc1ccc(F)cc1,1.0
CCN1[C@@H]2c3ccc(C4=CCCCC4)c(=O)n3C[C@@H]2[C@@H](CO)[C@@H]1C(=O)NCc1ccccn1,-1.5
COc1ccc(NC(=O)N(C)C[C@H]2OCCCC[C@H](C)Oc3ccc(NS(=O)(=O)c4ccc(F)cc4)cc3C(=O)N([C@H](C)CO)C[C@@H]2C)cc1,-0.2
Cc1cc(C(=O)Nc2ccc3c(c2)C(=O)N(C)[C@H]2CC[C@@H](CC(=O)N[C@H](C)c4ccccc4)O[C@H]2CO3)no1,-2.8
N#C[C@@H]1N[C@@H](CO)[C@H]1c1ccc(-c2cccc(F)c2)cc1,-2.6
COc1ccccc1NC(=O)N[C@@H]1CC[C@@H](CC(=O)N2CCC(Cc3ccccc3)CC2)O[C@@H]1CO,-0.7
O=C(Cc1ccccn1)N1CCCCN2[C@H](CO)[C@H](c3ccc(-c4ccccc4F)cc3)[C@H]2C1,-0.1
COc1ccc(S(=O)(=O)N(C)C[C@@H]2OCCCC[C@H](C)Oc3ccc(NC(=O)NC(C)C)cc3C(=O)N([C@@H](C)CO)C[C@H]2C)cc1,-1.3
CNC[C@H]1Oc2ccc(NC(=O)CCC(F)(F)F)cc2C(=O)N([C@@H](C)CO)C[C@H]1C,0.1
COc1ccc(C#Cc2ccc([C@H]3[C@H]4CN(C(=O)Cc5ccncc5)CCCCN4[C@H]3CO)cc2)cc1,-4.4
COc1ccc(S(=O)(=O)Nc2ccc3c(c2)CC(=O)N([C@@H](C)CO)C[C@@H](C)[C@@H](CN(C)Cc2ccc(C(=O)O)cc2)O3)cc1,0.1
CN(C)C(=O)c1ccc(-c2ccc([C@@H]3[C@H](CO)N4CCCCN(S(C)(=O)=O)C[C@@H]34)cc2)cc1,2.3
COc1ccc(-c2ccc([C@@H]3[C@H](C#N)N(C(=O)c4cccc(F)c4)[C@H]3CO)cc2)cc1,-1.4
COCC(=O)Nc1ccc2c(c1)C(=O)N(C)[C@H]1CC[C@H](CC(=O)NCC(F)(F)F)O[C@H]1CO2,-2.7
CO[C@H]1CN(C)C(=O)c2cc(NC(C)=O)ccc2OC[C@H](C)N(CC2CCCCC2)C[C@H]1C,1.6
COCCNC(=O)C[C@H]1CC[C@H]2[C@H](COc3ccc(NC(=O)Nc4ccccc4)cc3C(=O)N2C)O1,9.0
CCCC#Cc1ccc2c(c1)O[C@@H](CN(C)C(=O)c1cnccn1)[C@@H](C)CN([C@@H](C)CO)S2(=O)=O,0.9
CCCNC(=O)N1[C@H](CO)[C@H](c2ccccc2)[C@@H]1CNC(C)=O,3.3
CO[C@@H]1CN(C)C(=O)c2cc(NC(=O)Nc3cccc(F)c3)ccc2OC[C@H](C)N(C(C)=O)C[C@H]1C,1.6
Cc1cc(C(=O)Nc2cccc3c2O[C@@H](CN(C)Cc2ccc4c(c2)OCO4)[C@@H](C)CN([C@H](C)CO)C3=O)n(C)n1,-1.8
Cc1noc(C)c1NC(=O)N(C)C[C@H]1Oc2c(NS(=O)(=O)c3cccs3)cccc2C(=O)N([C@H](C)CO)C[C@H]1C,-3.1
CO[C@@H]1CC[C@H]2CCOc3ccc(C#N)cc3C(=O)N(C)CCCC(=O)N(C)C[C@@H]1O2,-1.8
C[C@H](CO)N1C[C@H](C)[C@@H](CN(C)S(C)(=O)=O)Oc2c(NC(=O)Nc3cccc4ccccc34)cccc2C1=O,-1.0
Cc1ccc(S(=O)(=O)N(C)C[C@H]2OCCCC[C@H](C)Oc3ccc(NC(=O)Nc4c(C)noc4C)cc3C(=O)N([C@@H](C)CO)C[C@@H]2C)cc1,-0.3
Cc1cccc(-c2ccc([C@@H]3[C@H](CO)N4CCCCN(C(=O)c5cccnc5)C[C@@H]34)cc2)c1,-0.4
C[C@@H]1CCCCO[C@H](CN(C)C)[C@H](C)CN([C@H](C)CO)C(=O)c2cc(NC(=O)Nc3ccc4c(c3)OCO4)ccc2O1,2.3
CC=Cc1ccc2n(c1=O)C[C@@H]1[C@@H](CO)[C@H](C(=O)NCC3CC3)N(C(=O)CC3CC3)[C@H]21 (mixture of isomers),-2.3
C[C@@H]1CCCCO[C@@H](CN(C)S(=O)(=O)c2cn(C)cn2)[C@H](C)CN([C@@H](C)CO)C(=O)c2cc(NC(=O)NC3CCCCC3)ccc2O1,-0.9
CC(=O)N[C@@H]1CC[C@@H](CC(=O)NCC2CCCCC2)O[C@H]1CO,0.3
C[C@@H]1CN([C@@H](C)CO)C(=O)c2cccc(NC(=O)c3ccc(-c4nccs4)cc3)c2O[C@H]1CN(C)S(=O)(=O)c1ccc(Cl)cc1,-0.6
C[C@@H]1CN([C@@H](C)CO)C(=O)c2cc(Br)cnc2O[C@@H]1CN(C)C(=O)c1ccccc1,0.3
CNC[C@@H]1Oc2ccc(NS(=O)(=O)c3cccs3)cc2CC(=O)N([C@H](C)CO)C[C@H]1C,-1.5
O=C(c1cccnc1)N1C[C@@H]2[C@H](c3ccccc31)[C@@H](CO)N2C(=O)Nc1ccccc1Cl,4.5
C[C@H](CO)N1C[C@H](C)[C@H](CN(C)C(=O)Cc2ccccn2)Oc2ncc(C#CC3CC3)cc2C1=O,1.0
C[C@H](CO)N1C[C@H](C)[C@@H](CN(C)C)Oc2cc(C#Cc3cccnc3)ccc2S1(=O)=O,8.9
O=C(C1CC1)N1[C@H](CO)[C@H]2c3ccccc3N(S(=O)(=O)c3ccccc3)C[C@H]21,-0.9
CC(C)CC#Cc1cnc2c(c1)C(=O)N([C@@H](C)CO)C[C@H](C)[C@@H](CN(C)C(=O)Nc1ccccc1F)O2,-1.7
COc1ccc(NC(=O)Nc2ccc3c(c2)C(=O)N([C@@H](C)CO)C[C@@H](C)[C@@H](CN(C)C)OCCCC[C@@H](C)O3)cc1,-3.4
COCC(=O)N(C)C[C@H]1Oc2cc(C#Cc3ccccc3)ccc2S(=O)(=O)N([C@H](C)CO)C[C@H]1C,1.3
CCCNC(=O)[C@@]1(Sc2ccc(C)cc2)CC(=O)N(C2CCCCC2)[C@@H]1c1ccc(CO)cc1I,-1.3
C[C@H](CO)N1C[C@H](C)[C@@H](CN(C)S(=O)(=O)c2ccccc2)Oc2ncc(C#Cc3ccccc3F)cc2C1=O,-1.3
C[C@@H]1CN([C@@H](C)CO)C(=O)c2cc(-c3cccc(F)c3)cnc2O[C@@H]1CN(C)C(=O)c1cccc(F)c1,2.2
C=CCN1C(=O)[C@]2(O[C@H](CCO)[C@@H]([Si](C)(C)c3ccc(OC)cc3)[C@@H]2C)c2ccccc21,0.8
C[C@@H]1CCCCO[C@@H](CN(C)S(C)(=O)=O)[C@H](C)CN([C@H](C)CO)C(=O)c2cc(NC(=O)c3ccccc3)ccc2O1,-1.5
CCN1[C@@H]2c3ccc(C4=CCCC4)c(=O)n3C[C@H]1[C@H](CO)[C@H]2C(=O)NCc1ccccn1,-0.7
CCC(=O)N[C@@H]1C=C[C@@H](CC(=O)NCCN2CCCCC2)O[C@H]1CO,0.5
COCCNC(=O)C[C@@H]1C=C[C@H](NC(=O)NC2CCCCC2)[C@H](CO)O1,-0.3
C[C@H]1CCCCO[C@H](CN(C)C(=O)Nc2ccc(C(F)(F)F)cc2)[C@@H](C)CN([C@@H](C)CO)C(=O)c2cc(NC(=O)C3CCCCC3)ccc2O1,2.3
N#C[C@@H]1N[C@@H](CO)[C@H]1c1ccc(-c2ccccc2F)cc1,-1.6
C[C@H](CO)N1C[C@H](C)[C@@H](CN(C)Cc2ccc3c(c2)OCO3)Oc2ccc(NC(=O)Nc3ccc(C(F)(F)F)cc3)cc2CC1=O,1.3
CC=Cc1ccc2n(c1=O)C[C@H]1[C@H](CO)[C@@H](C(=O)NCC(F)(F)F)[C@@H]2N1C(=O)C1CCCCC1 (mixture of isomers),-0.5

# (list continues)
SMILES,BioA inh
CCCC#Cc1ccc2c(c1)O[C@@H](CN(C)Cc1cccnc1)[C@@H](C)CN([C@H](C)CO)S2(=O)=O,-1.1
COCC#Cc1cnc2c(c1)C(=O)N([C@H](C)CO)C[C@@H](C)[C@@H](CN(C)S(=O)(=O)c1ccccc1)O2,-0.9
Cc1noc(C)c1NC(=O)Nc1ccc2c(c1)C(=O)N([C@@H](C)CO)C[C@@H](C)[C@@H](CN(C)S(=O)(=O)c1cn(C)cn1)OCCCC[C@@H](C)O2,3.7
CCC(=O)N1[C@H](CO)[C@H](c2ccc(-c3cccnc3)cc2)[C@@H]1CN(C)C(C)=O,-3.0
CC=Cc1ccc2n(c1=O)C[C@H]1[C@H](CO)[C@@H](C(=O)NCc3ccc4c(c3)OCO4)[C@@H]2N1C(C)=O (mixture of isomers),-0.5
Cc1cccc(-c2ccc([C@@H]3[C@@H](CO)N4CCCCN(S(=O)(=O)c5cccs5)C[C@@H]34)cc2)c1,-1.5
COc1ccc(NC(=O)N[C@H]2CC[C@@H](CCNC(=O)c3ccccc3F)O[C@H]2CO)cc1,0.9
CNC[C@@H]1Oc2c(NS(=O)(=O)c3ccc(Cl)cc3)cccc2C(=O)N([C@H](C)CO)C[C@@H]1C,-0.2
O=C(NCc1ccc(F)cc1)[C@@H]1[C@@H](CO)[C@@H]2Cn3c(cccc3=O)[C@@H]2N1CC1CC1,0.8
CN(C)CC(=O)Nc1ccc2c(c1)[C@H]1C[C@@H](CC(=O)N3CCc4ccccc4C3)O[C@@H](CO)[C@H]1O2,-0.2
C[C@@H]1CCCCO[C@H](CN(C)S(=O)(=O)c2cn(C)cn2)[C@@H](C)CN([C@H](C)CO)C(=O)c2cc(NC(=O)NC3CCCCC3)ccc2O1,-1.5
C/C=C/c1ccc([C@H]2[C@@H](CO)N[C@@H]2CNC(=O)CC2CC2)cc1,1.8
N#Cc1cccc(-c2ccc3c(c2)[C@H]2[C@H](CCN2S(=O)(=O)c2ccccc2F)[C@H](CO)N3)c1,-1.3
CCCNC(=O)[C@H]1[C@H](CO)[C@H]2Cn3c(ccc(-c4cccc(F)c4)c3=O)[C@@H]1N2C(C)=O,-1.0
CC(C)NC(=O)N[C@H]1CC[C@@H](CC(=O)NCCCN(C)C)O[C@@H]1CO,0.7

# Given field by field: 2 of the compounds above.
> CC=Cc1ccc2n(c1=O)C[C@H]1[C@H](CO)[C@@H](C(=O)NCc3ccc4c(c3)OCO4)[C@@H]2N1C(C)=O (mixture of isomers)
  BioA inh = -0.5

> Cc1cccc(-c2ccc([C@@H]3[C@@H](CO)N4CCCCN(S(=O)(=O)c5cccs5)C[C@@H]34)cc2)c1
  BioA inh = -1.5

# Later entries.
SMILES,BioA inh
C[C@@H]1CN([C@H](C)CO)C(=O)c2cccc(NC(=O)C3CC3)c2O[C@H]1CN(C)CC1CC1,3.1
O=C(C[C@H]1CC[C@H]2[C@@H](COC[C@H](O)CN2S(=O)(=O)c2cccc(F)c2)O1)NC1CCC1,0.2
COCC#Cc1ccc2c(c1)O[C@H](CN(C)C(=O)NC(C)C)[C@@H](C)CN([C@@H](C)CO)S2(=O)=O,-2.4
C[C@@H]1CN([C@H](C)CO)C(=O)c2cc(-c3cccc(F)c3)cnc2O[C@@H]1CN(C)Cc1ccncc1,2.2
C[C@H](CO)N1C[C@H](C)[C@@H](CN(C)C(=O)Nc2ccc(F)cc2)Oc2c(NC(=O)C3CCCCC3)cccc2C1=O,3.8
CO[C@H]1CN(C)C(=O)c2cc(NC(=O)C3CC3)ccc2OC[C@@H](C)N(Cc2ccccc2)C[C@@H]1C,2.5
COc1ccccc1-c1cnc2c(c1)C(=O)N([C@@H](C)CO)C[C@@H](C)[C@H](CN(C)Cc1cccc(F)c1)O2,6.6

# A portion taken from the entries so far, for reference:
SMILES,BioA inh
C[C@@H]1CCCCO[C@H](CN(C)S(=O)(=O)c2cn(C)cn2)[C@@H](C)CN([C@H](C)CO)C(=O)c2cc(NC(=O)NC3CCCCC3)ccc2O1,-1.5
C/C=C/c1ccc([C@H]2[C@@H](CO)N[C@@H]2CNC(=O)CC2CC2)cc1,1.8
N#Cc1cccc(-c2ccc3c(c2)[C@H]2[C@H](CCN2S(=O)(=O)c2ccccc2F)[C@H](CO)N3)c1,-1.3
CCCNC(=O)[C@H]1[C@H](CO)[C@H]2Cn3c(ccc(-c4cccc(F)c4)c3=O)[C@@H]1N2C(C)=O,-1.0
CC(C)NC(=O)N[C@H]1CC[C@@H](CC(=O)NCCCN(C)C)O[C@@H]1CO,0.7
C[C@@H]1CN([C@H](C)CO)C(=O)c2cccc(NC(=O)C3CC3)c2O[C@H]1CN(C)CC1CC1,3.1
O=C(C[C@H]1CC[C@H]2[C@@H](COC[C@H](O)CN2S(=O)(=O)c2cccc(F)c2)O1)NC1CCC1,0.2
COCC#Cc1ccc2c(c1)O[C@H](CN(C)C(=O)NC(C)C)[C@@H](C)CN([C@@H](C)CO)S2(=O)=O,-2.4
C[C@@H]1CN([C@H](C)CO)C(=O)c2cc(-c3cccc(F)c3)cnc2O[C@@H]1CN(C)Cc1ccncc1,2.2
C[C@H](CO)N1C[C@H](C)[C@@H](CN(C)C(=O)Nc2ccc(F)cc2)Oc2c(NC(=O)C3CCCCC3)cccc2C1=O,3.8

# Assay outcomes from PubChem BioAssay.
